CD40 NFkB inh: CD40 pathway inhibition in BL2 cells | BL2 NF-kB luciferase reporter, CD40L-induced, 4 h | inhibition, % at 10 µM | 83,000 compounds, 0.94% hits | AID 1053188;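 active means mean inhibition of at least 50% with a set share of replicates also reaching that level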;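 further: 0% = neutral control wells and 100% = IKK inhibitor VII at 50 µM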
* marks the source's active call; other numbers are inactive results; & = joins results of further samples; [ ] = another dose, or the depositor's remark. These rows are one share of the data, so the mix of outcomes need not match the whole.

| CD40 NFkB inh | structure |
| --- | --- |
| 6[25 µM] | C[C@H]1CN([C@@H](C)CO)S(=O)(=O)c2ccc(-c3cccc(C#N)c3)cc2O[C@H]1CN(C)C(=O)c1ccccc1 |
| 10 | c1ccc(C(c2ccccc2)c2noc(CN3CCC(c4ccncc4)CC3)n2)cc1 |
| 15 | CC12CCC(=O)C=C1CCC1C2CCC2(C)C(c3csc(N)n3)CCC12 (configuration not stated) |
| 2 | O=C(Nc1ccc(Cc2ccncc2)cc1)c1ccc(S(=O)(=O)N2CCCC2)cc1 |
| -10 | Cc1nc(-c2ccccc2)cc(N2CCCC2)n1 |
| -6 | CC(=O)Nc1ccc(OCc2cccc3ccccc23)cc1 |
| -3[25 µM] | C[C@@H]1CC(=O)N[C@@H](c2ccccc2)C/C=C\C[C@H](c2ccccc2)NC1=O |
| 1 | COc1ccc(-n2cc(C(=O)c3ccc4ccccc4c3O)cn2)cc1 |
| -2[25 µM] | C[C@@H]1CN([C@@H](C)CO)C(=O)CCCn2nncc2CO[C@@H]1CN(C)Cc1cccc2c1OCCCO2 |
| 2 | CCCCN(CCCC)S(=O)(=O)c1ccc(NS(=O)(=O)c2ccc(NC(C)=O)cc2)cc1 |
| 5 | Cc1ccc(S(=O)(=O)NC(=O)Nc2cc(C)ccc2F)cc1 |
| -2[25 µM] | CO[C@@H]1CN(C)C(=O)c2cc(NC(=O)c3nc4ccccc4s3)ccc2OC[C@H](C)NC[C@@H]1C |
| 4 | Cc1c(C(=O)Nc2nc(-c3ccccn3)cs2)oc2ccccc12 |
| -4 | CCn1nnnc1SCC(=O)N1CCCCC1 |
| -1 | CCOc1ccc(OCCC(=O)Nc2ccc3c(c2)OCO3)cc1 |
| 18[25 µM] | O=C1CN(S(=O)(=O)Cc2ccccc2)C[C@H]2[C@@H](c3ccc(C#Cc4ccccc4)cc3)[C@@H](CO)N12 |
| -3 | COc1ccc(S(=O)(=O)N2CCOCC2)cc1C(=O)NCC(c1ccccc1)c1ccccc1 |
| 2[25 µM] | O=C(Nc1ccc(C(F)(F)F)cc1)N[C@@H]1C=C[C@@H](CC(=O)N2CCCCC2)O[C@@H]1CO |
| 8 | O=C(O)c1cnn(-c2ccccc2)c1-n1cccc1 |
| -78 | CCOC(=O)c1[nH]c2ccc(C)cc2c1N |
| 1 | CCc1ccccc1NC(=O)c1ccc(OCc2c(C)noc2C)cc1 |
| -8 | COc1ccc(NC(=O)c2ccccc2NC(=O)c2ccco2)cc1 |
| -3 | Cc1ccc(-n2c(C)cc(C(=O)CN3CCOCC3)c2C)cc1C |
| -6[25 µM] | COc1cccc(S(=O)(=O)N(C)C[C@@H]2OCc3ccccc3-c3ccccc3C(=O)N([C@@H](C)CO)C[C@@H]2C)c1 |
| -9[25 µM] | COCC(=O)N1[C@H](C#N)[C@H](c2ccccc2)[C@@H]1CO |
| 0[25 µM] | CC(C)C#Cc1ccc([C@H]2[C@@H](CO)N3C(=O)CN(C(=O)Cc4ccccc4)C[C@H]23)cc1 |
| 7 | CCC1CCCCN1C(=O)COc1c(Br)cc(Br)c2cccnc12 (configuration not stated) |
| -10[25 µM] | CO[C@@H]1CC[C@H]2CCOc3ccc(C#N)cc3C(=O)N(C)[C@@H](C)C(=O)N(C)C[C@@H]1O2 |
| -4[25 µM] | C[C@H](CO)N1C[C@H](C)[C@H](CN(C)C(=O)Nc2ccc3c(c2)OCCO3)OCc2cnnn2CCCC1=O |
| -12[25 µM] | C/C=C/c1ccc([C@H]2[C@@H](CO)N(CC3CC3)[C@@H]2CNC(=O)NC(C)C)cc1 |
| -54 | O=C(COC(=O)c1cccs1)NC1CCCC1 |
| 2 | O=C(NCC(c1ccco1)N1CCN(c2ccc(F)cc2)CC1)c1ccc2c(c1)OCO2 (configuration not stated) |
| -11[25 µM] | Cc1nn(C)cc1NC(=O)C[C@@H]1CC[C@@H]2[C@@H](COc3ccc(NC(=O)c4cccc(F)c4)cc3C(=O)N2C)O1 |
| -23&-14[25 µM] | N#Cc1cccc(-c2ccc(C3[C@H]4CNC[C@@H]3N4Cc3cc(-c4ccccc4)on3)cc2)c1 (some centres not stated) |
| -7[25 µM] | O=C(Cc1ccccn1)N1CC2(C1)[C@@H](c1ccccc1)[C@H](CO)N2C(=O)c1ccncc1 |
| -27 | Cc1cc(C)n(-c2nnc3n2N=C(c2c[nH]c4ccccc24)CS3)n1 |
| 3 | O=C(C(c1ccccc1)c1ccccc1)N1CCN(Cc2ccncc2)CC1 |
| 0 | Cc1ccc(S(=O)(=O)N(C)CC(=O)N(C)CCOc2ccccc2)cc1 |
| -2 | O=C(Nc1cnn(C23CC4CC(CC(C4)C2)C3)c1)c1cnn2c(C(F)(F)F)cc(-c3ccco3)nc12 |
| 0 | Nc1nc(N)nc(C2C=CCCC2)n1 (configuration not stated) |
| 1 | CNc1ccc(C(=O)c2ccccc2C(=O)O)cc1[N+](=O)[O-] |
| 15 | COC(=O)c1ccc(COC(=O)c2nn(C)c(=O)c3ccccc23)cc1 |
| 10 | CCCNC(=O)C1(C)CCN(C(=O)c2ccccc2F)C1 (configuration not stated) |
| -16[25 µM] | COc1ccc(-c2ccc(C3[C@H]4CNC[C@@H]3N4S(=O)(=O)Cc3ccccc3)cc2)cc1 (some centres not stated) |
| -1 | CC(C)n1c(C(F)(F)F)nc2cc(C(=O)N3CCOCC3)ccc21 |
| -10 | COc1ccc(Nc2nnc(SCC(=O)NC3CC3)s2)cc1 |
| 4 | O=C(Nc1ccccc1F)c1cc(S(=O)(=O)N2CCOCC2)ccc1N1CCOCC1 |
| -11 | CCN(CC(=O)Nc1ccc(NC(C)=O)cc1)C(=O)c1cccc(-n2cccc2)c1 |
| 7 | Cc1cc(CC(=O)O)c(C)cc1CC(=O)O |
| 1 | COc1ccc(C(=O)CC(c2ccccc2)C2CCCCC2=O)cc1 (configuration not stated) |
| 5 | COCCN(C(=O)CSc1nnc(-c2ccccc2C)n1C)c1c(N)n(Cc2ccccc2)c(=O)[nH]c1=O |
| 1 | O=C(Nc1ccccc1N1CCCC1)C1CCN(S(=O)(=O)c2ccccc2)CC1 |
| -10[25 µM] | OC[C@H]1[C@@H](c2ccc(-c3ccc(F)cc3)cc2)[C@H]2CN(CCC(F)(F)F)CCCCN21 |
| 0 | O=C(c1ccco1)N1CCN(C(=O)c2snc3ccc(Cl)cc23)CC1 |
| 1[25 µM] | CCCN(C[C@H]1[C@H](c2ccccc2)[C@@H](CO)N1C(C)=O)C(=O)NC(C)C |
| 6 | CN(C(=O)CSc1nc2cc(C(=O)O)ccc2c(=O)n1Cc1ccccc1)C1CCS(=O)(=O)C1 (configuration not stated) |
| -2 | COc1ccccc1NC(=O)N1CCCC(CNC(=O)c2ccccc2Cl)C1 (configuration not stated) |
| -2 | CCOC(=O)c1ccc2[nH]c(C)cc(=O)c2c1 |
| 4 | COc1ccc(CNC(=O)C2CCCN(S(=O)(=O)c3cc(C)ccc3OC)C2)cc1 (configuration not stated) |
| -16[25 µM] | O=C([C@H]1N[C@H]2c3ccc(C4=CCCCC4)c(=O)n3C[C@H]2[C@@H]1CO)N1CCc2ccccc2C1 |

Six entries already listed, arranged by their value in CD40 NFkB inh, rising:
| CD40 NFkB inh | structure |
| --- | --- |
| -4 | CCn1nnnc1SCC(=O)N1CCCCC1 |
| -1 | CC(C)n1c(C(F)(F)F)nc2cc(C(=O)N3CCOCC3)ccc21 |
| 4 | COc1ccc(CNC(=O)C2CCCN(S(=O)(=O)c3cc(C)ccc3OC)C2)cc1 (configuration not stated) |
| 5 | Cc1ccc(S(=O)(=O)NC(=O)Nc2cc(C)ccc2F)cc1 |
| 7 | CCC1CCCCN1C(=O)COc1c(Br)cc(Br)c2cccnc12 (configuration not stated) |
| 10 | c1ccc(C(c2ccccc2)c2noc(CN3CCC(c4ccncc4)CC3)n2)cc1 |

(listing goes on)
| CD40 NFkB inh | structure |
| --- | --- |
| 6 | O=C(CN1CCN(c2ccc(O)cc2)CC1)N(C1CC1)C1CCS(=O)(=O)C1 (configuration not stated) |
| -9[25 µM] | COCC#Cc1ccc([C@@H]2[C@@H](CO)N3C(=O)CN(C(=O)Nc4ccccc4F)C[C@H]23)cc1 |
| 25 | Cc1ccc(-c2ccc(C3[C@@H]4CN(S(=O)(=O)c5ccc(C)cc5)C[C@H]3N4)cc2)cc1 (some centres not stated) |
| 13 | O=C(CCC(=O)Nc1cccnc1)Nc1cccnc1 |
| 3 | CC(c1ccon1)N(C)C(=O)c1cccc(OC2CCN(S(C)(=O)=O)CC2)c1 (configuration not stated) |
| -1 | CC1CC2(NC(=O)NC2=O)C(C)CN1C (configuration not stated) |
| -17 | Clc1ccc(CCNc2ncnc3nc[nH]c23)cc1 |
| 2 | Cc1cccc(NS(=O)(=O)Cc2ccccc2)n1 |
| -10[25 µM] | CS(=O)(=O)N1[C@@H](C#N)[C@@H](c2ccccc2-c2ccccc2)[C@@H]1CO |
| -42[25 µM] | OC[C@H]1[C@H](c2ccc(C#Cc3ccccc3F)cc2)[C@H]2CN(Cc3cncnc3)CCCCN21 |
| 1 | COc1ccc(Cc2nnc(CCc3ccccc3)s2)cc1 |
| 17 | O=C(NC1CCCCC1)[C@@H]1[C@@H](CO)[C@@H]2Cn3c(cccc3=O)[C@@H]2N1CCc1ccccc1 |
| -12 | CC#CCOCC1CN(C)C(=O)O1 (configuration not stated) |
| 2 | Cc1noc(C)c1NC(=O)NC(c1ccccc1)c1ccccc1 |
| 12 | COc1cc(C(=O)OCC(=O)NC2CCCC2)cc(NC(=O)c2ccco2)c1OC |

Grouped by structure: those above with a Cl atom
| CD40 NFkB inh | structure |
| --- | --- |
| 0 | O=C(c1ccco1)N1CCN(C(=O)c2snc3ccc(Cl)cc23)CC1 |
| -2 | COc1ccccc1NC(=O)N1CCCC(CNC(=O)c2ccccc2Cl)C1 (configuration not stated) |
| -17 | Clc1ccc(CCNc2ncnc3nc[nH]c23)cc1 |

Next entries follow:
| CD40 NFkB inh | structure |
| --- | --- |
| 7 | O=C(Cn1cc(C(F)(F)F)cc(Cl)c1=O)NC1CCS(=O)(=O)C1 (configuration not stated) |
| -1 | CC(=O)N1c2ccc(S(=O)(=O)N(C)CC(=O)N(C)Cc3ccccc3)cc2CC1C (configuration not stated) |
| -10[25 µM] | CCS(=O)(=O)Nc1ccc2c(c1)C(=O)N(C)[C@@H]1CC[C@H](CC(=O)N3CCN(C)CC3)O[C@@H]1CO2 |
| 32 | O=C(Nc1ccncc1)c1ccc(Cl)c(S(=O)(=O)N2CCCC2)c1 |
| -6 | CC(=O)c1c(C)[nH]c(C(=O)COC(=O)C2CC2)c1C |
| 8 | Cc1ccc(SC(C)C(=O)NC(N)=O)c(C)c1 (configuration not stated) |
| -35 | COc1cccc(C#Cc2ccc([C@H]3[C@H](C#N)N(C(=O)C4CCCC4)[C@H]3CO)cc2)c1 |
| 12 | O=[N+]([O-])c1ccc(C2OCCO2)cc1CS(=O)(=O)c1ccccc1 |
| 5[25 µM] | COc1ccc(-c2ccc([C@@H]3[C@H](C#N)N(C(=O)NC(C)C)[C@H]3CO)cc2)cc1 |
| 10 | Cc1ccc(NC(=O)CCNCc2ccco2)cc1S(=O)(=O)N(C)C |
| 0 | COc1ccc(CC(=O)N2CCN(c3ccccn3)CC2)cc1OC |
| 1[25 µM] | CO[C@@H]1CN(C)C(=O)c2ccc(NC(=O)Nc3ccccc3)cc2OC[C@H](C)N(C(=O)CC2CC2)C[C@H]1C |
| 5 | O=C(NC1CCC1)[C@H]1[C@H](CO)[C@H]2Cn3c(ccc(C4=CCCCC4)c3=O)[C@@H]1N2CC1CC1 |
| 11 | CCc1ncc(CN2CCC(C(=O)Nc3ccc(-n4nc(C)cc4C)cc3)CC2)cn1 |
| 13 | CCOc1ccc(Cl)cc1-c1cc(C(=O)NCc2cccs2)[nH]n1 |
| 0 | CCOc1ccc(S(=O)(=O)N2CCN(C(=O)C3CSC4(C)CCC(=O)N34)CC2)cc1 (configuration not stated) |
| 7 | CCCN(CCC)S(=O)(=O)c1ccc(C(=O)N2CC3CCC(CC3)C2)cc1 |
| 0[25 µM] | C[C@@H]1CCCCO[C@H](CN(C)Cc2ccc3c(c2)OCO3)[C@H](C)CN([C@H](C)CO)C(=O)c2cc(NS(=O)(=O)c3cn(C)cn3)ccc2O1 |
| 2 | CNC[C@@H]1Oc2c(NC(=O)NC(C)C)cccc2C(=O)N(C)C[C@H]1C |
| 6[25 µM] | CCCN1[C@H](C(=O)NC2Cc3ccccc3C2)[C@@H](CO)[C@@H]2Cn3c(cccc3=O)[C@@H]21 |
| 9 | CCOC(=O)CC1(C)NC(=O)c2c(C)sc(C(=O)OCC)c2N1 (configuration not stated) |
| 7 | COC(=O)c1ccc(NC(=O)COc2cccc3c2OC(C)(C)C3)cc1 |
| 2 | CSCCC(NC(=O)c1ccc(Cl)cc1Cl)C(=O)NCc1ccncc1 (configuration not stated) |
| 31 | COC(=O)c1cc(S(=O)(=O)C(C)C)c(S(C)=O)s1 (configuration not stated) |
| 48* | Cn1c(SSc2ccc(-c3cccnc3)n2C)ccc1-c1cccnc1 |
| 24 | COC(=O)[C@H]1[C@H](CO)[C@H]2Cn3c(ccc(C4=CCCCC4)c3=O)[C@H]2N1C(=O)C1CCCC1 |
| 2 | COc1ccc(CCNC(=O)Cn2nc(C(=O)O)c3ccccc3c2=O)cc1OC |
| -7 | CC(C)[C@H](C)NC(=O)N(C)C[C@@H]1OCc2ccccc2-c2ccccc2C(=O)N([C@@H](C)CO)C[C@H]1C |
| 9 | CCN(CC(=O)NCc1cccs1)C(=O)c1ccc(S(=O)(=O)Nc2ccccc2C)cc1 |
| -29 | O=C1OC(Nc2ccc3c(c2)OCO3)c2ccccc21 (configuration not stated) |
| 7 | Cc1ccc(C2(C)NC(=O)N(CC(=O)NNC(=O)c3cc(C)oc3C)C2=O)cc1 (configuration not stated) |
| -9[25 µM] | C/C=C/c1cccc(-c2nc(C(=O)NCCN3CCCCC3)cc3c2[C@H](CCO)N([S@@](=O)C(C)(C)C)C3)c1 |
| 20 | O=c1c2c3c(sc2n(CCN2CCCC2)c(=O)n1Cc1ccccc1)CCCCC3 |
| 0 | CC(C)CC1NC(=O)N(CC(=O)Nc2ccccc2-c2ccccc2)C1=O (configuration not stated) |
| 6 | CCCNC(=O)N1[C@@H](CO)[C@H](c2ccccc2)[C@@H]1CNC(=O)c1cccc(F)c1 |
| -6 | COc1ccccc1S(=O)(=O)N[C@@H]1CC[C@H](CCn2cc(C3CCCC3)nn2)O[C@@H]1CO |
| -23 | CC(C)N(C(=O)CSc1nc(COc2ccccc2)nc2ccccc12)C(C)C |

Assay outcomes deposited in PubChem BioAssay by Broad Institute.
